Compound activity from PubChem BioAssay.
EphA4 KYL inhibition = inhibitors of EphA4 binding to KYL peptide, primary screen, biochemical, colorimetric, mouse EphA4 (AID 689). EphA4-AP binding to KYL peptide, pNPP A405; higher % means a stronger effect. 62,000 tested, 0.1% active. Ephrin type-A receptor 4 (Mus musculus). inhibition, % at 10 µM; hits with a dose series show IC50 in µM; in the data active = a potency from the dose series; inactive = the rest, 99 in 100 with inhibition below about 22%
* marks the source's active call; other numbers are inactive results. Only part of the results is shown; rates above refer to the full screens.

EphA4 KYL inhibition	Compound
-6.2%	COc1ccc(C2/C(=C(/O)c3ccccc3)C(=O)C(=O)N2CC(C)O)c(OC)c1 (stereo unspecified)
5.4%	Nc1cc(NCCCC(=O)O)ccc1[N+](=O)[O-]
-7.0%	Fc1ccc(CSc2nc3ncc(Br)cc3[nH]2)cc1
-18.7%	Cc1ccc(C(=O)Oc2ccc(Cl)c3cccnc23)cc1[N+](=O)[O-]
-10.3%	COc1ccccc1Oc1ccc2c(c1)C(=O)N(c1ccc(C)cc1)C2=O
-8.4%	O=c1c2c(nc(NCCO)n1CC1CCCCC1)-c1ccccc1CC21CCCC1
-10.3%	O=C(NCc1ccccn1)C1CCCN(Cc2cnn(-c3ccccc3)c2-n2cccc2)C1 (stereo unspecified)
-4.2%	Cc1cc(=O)[nH]c(SCc2ccc(Cl)cc2Cl)n1
-2.2%	COC(=O)c1ccc(CSc2nc3ccccc3[nH]2)cc1
-7.1%	CCCOC(=O)CCCCC1SCC(NC(=O)OC)C1NC(=O)OC (stereo unspecified)
-13.8%	Cc1ccc(OCCN2C(=O)OC(C)(C)C2(C)O)cc1 (stereo unspecified)
1.7%	CCc1ccc(OCc2nnc(NC(=O)c3cccs3)s2)cc1
-5.6%	Cc1ccc(C(=O)/C=C/Nc2ccc3c(c2)OCO3)cc1
-6.6%	C[n+]1cc[nH]c1SCC(=O)c1ccccc1
16.7%	CCOC(=O)c1ccc(NC(=O)CN2C(=O)CSC2=O)cc1
-8.6%	CCOc1ccccc1CNC(=O)C1CCCN(c2nc3ccccc3o2)C1 (stereo unspecified)
-7.3%	COc1ccc(N2CCN(C(CNC(=O)c3ccc4c(c3)OCO4)c3cccnc3)CC2)cc1 (stereo unspecified)
-9.0%	NC(=O)CCCC1=NS(=O)(=O)c2ccccc2N1
-2.0%	COC(=O)c1cc(NC(=O)c2cccc3c(Br)cccc23)cc(C(=O)OC)c1
-4.8%	COC(=O)C1=C(C)N=C2SC(C)C(=O)N2C1/C=C/c1ccccc1 (stereo unspecified)
-7.1%	C/C(=N\NC(=O)c1cccc(F)c1)c1ccc(Br)s1
-9.9%	CN1C(=O)CC(Sc2ccccc2C(=O)O)C1=O (stereo unspecified)
17.9%	Cc1noc(C)c1COC(=O)c1cc2c3ccccc3n(C)c2s1
-10.5%	CCOC(=O)c1c(NC(=O)COc2c(C)cc(C)cc2C)sc(C(=O)Nc2ccccc2)c1C
-7.9%	COC(=O)c1ccc(C)c(NS(=O)(=O)c2ccc(NC(C)=O)cc2)c1
-7.8%	N#Cc1nc(-c2ccccc2F)oc1NCCN1CCOCC1
-19.8%	c1ccc(NC2=Nc3ccccc3CS2)cc1
-12.5%	CCOC(=O)c1cc2c(ccn2C)n1CC(=O)N1CCCC(C)C1 (stereo unspecified)
-7.4%	O=C1Nc2ccccc2OC1CC(=O)N1CCOCC1 (stereo unspecified)
-9.3%	CCOC(=O)N1CCC(NC(=O)c2cc3c(C)nc4ccccc4c3o2)CC1
-9.4%	O=c1c2[nH]c3ccc(F)cc3c2ncn1CCCN1CCOCC1
7.8%	CNC(=O)c1ccc(-c2sc3nc(N4CCOCC4)c4c(c3c2N)CC(C)(C)OC4)o1
-18.6%	CCOc1ccccc1NC(=O)C1Cc2ccccc2CN1S(C)(=O)=O (stereo unspecified)
-4.7%	COc1cc(C(=O)N(CCCO)Cc2cc3ccc(C)c(C)c3[nH]c2=O)cc(OC)c1OC
-5.1%	COC(=O)C1C(c2ccc(Cl)cc2)NC(c2ccc(Cl)cc2)C(C(=O)OC)S1(=O)=O (stereo unspecified)
-2.6%	C=CCn1c(C)c(C(C)=O)c(N2CCN(c3ccccc3)CC2)nc1=S
-3.5%	Cc1cccc(-c2nnc(SCC(=O)NCc3ccc4c(c3)OCO4)n2C)c1
-10.0%	Cc1ccc(C(=O)Oc2oc(-c3ccco3)nc2C=Nc2ccc(Cl)cc2)cc1
-9.2%	O=C1NC(=Nc2ccc(F)cc2)S/C1=C/c1ccc(Br)cc1
-3.5%	Cc1ccc(S(=O)(=O)N2C3C=CC(C3)C2C(=O)O)cc1 (stereo unspecified)

Among those listed so far, these contain a halogen:
EphA4 KYL inhibition	Compound
-7.0%	Fc1ccc(CSc2nc3ncc(Br)cc3[nH]2)cc1
-18.7%	Cc1ccc(C(=O)Oc2ccc(Cl)c3cccnc23)cc1[N+](=O)[O-]
-4.2%	Cc1cc(=O)[nH]c(SCc2ccc(Cl)cc2Cl)n1
-2.0%	COC(=O)c1cc(NC(=O)c2cccc3c(Br)cccc23)cc(C(=O)OC)c1
-7.1%	C/C(=N\NC(=O)c1cccc(F)c1)c1ccc(Br)s1
-7.8%	N#Cc1nc(-c2ccccc2F)oc1NCCN1CCOCC1
-9.4%	O=c1c2[nH]c3ccc(F)cc3c2ncn1CCCN1CCOCC1
-5.1%	COC(=O)C1C(c2ccc(Cl)cc2)NC(c2ccc(Cl)cc2)C(C(=O)OC)S1(=O)=O (stereo unspecified)
-10.0%	Cc1ccc(C(=O)Oc2oc(-c3ccco3)nc2C=Nc2ccc(Cl)cc2)cc1
-9.2%	O=C1NC(=Nc2ccc(F)cc2)S/C1=C/c1ccc(Br)cc1

More entries:
EphA4 KYL inhibition	Compound
-16.7%	COC(=O)C1=C(C)N=C2SC(C)C(=O)N2C1/C=C/c1ccccc1OC (stereo unspecified)
-26.3%	CCn1c(SCc2nc(-c3ccccc3)no2)nc2ccccc21
-4.1%	O=C(c1cn(-c2ccccc2)nc1-c1cccnc1)N1CCCCC1
-2.5%	Cc1cccc(N2CCN(S(=O)(=O)c3cnc[nH]3)CC2)c1C
5.4%	Cc1ccc2[nH]c(C)c(CN3CC(C)OC(C)C3)c(=O)c2c1 (stereo unspecified)
-6.9%	Cc1ccc(-c2ccccc2)n1-c1ccc(C(=O)NN)cc1
-4.5%	COc1ccc(NS(=O)(=O)c2cccc(C(=O)OCC(=O)Nc3cc(C)on3)c2)cc1
6.1%	FC(F)(F)c1cccc(Cn2nnnc2-c2ccc(Cl)cc2)c1
-4.2%	CC(C)CCNC(=O)[C@@H](NC(=O)c1c(F)cccc1F)C(C)C
-6.7%	Cc1ccc(CNC(=O)C2CC(c3ccccc3[N+](=O)[O-])=NO2)cc1 (stereo unspecified)
-7.5%	COCCN1C(=O)C(=O)/C(=C(/O)c2cccc(OC)c2)C1c1ccc(C)o1 (stereo unspecified)
-14.0%	COc1ccccc1Oc1ccccc1C(=O)O
-9.0%	CN(CCCNC(=O)C1CCN(S(=O)(=O)c2cccc3nsnc23)CC1)Cc1ccccc1
-3.0%	OCc1ccc(-c2cccc(Cl)c2)o1
-7.4%	O=C(CC1SC(N2CCCCC2)=NC1=O)Nc1cccc(C(F)(F)F)c1 (stereo unspecified)
-14.9%	Nc1nc(-c2ccccc2)cs1
-0.5%	Cc1ccc(C(=O)NC(NC(=S)Nc2cc(C)ccc2C)C(Cl)(Cl)Cl)cc1 (stereo unspecified)
-22.1%	COc1ccc2[nH]c(C)c(C(=O)CN3CCN(C/C=C/c4ccccc4)CC3)c2c1
-10.6%	COc1ccc(CCNC(=O)c2ccc(CS(=O)(=O)c3ccc(Cl)cc3)o2)cc1OC
-0.7%	Cc1cc(C)n(/N=C/c2c[nH]c3ccccc23)c(=O)c1C#N

Ordered by the number under EphA4 KYL inhibition (largest number first): some entries from above
EphA4 KYL inhibition	Compound
-0.5%	Cc1ccc(C(=O)NC(NC(=S)Nc2cc(C)ccc2C)C(Cl)(Cl)Cl)cc1 (stereo unspecified)
-9.0%	CN(CCCNC(=O)C1CCN(S(=O)(=O)c2cccc3nsnc23)CC1)Cc1ccccc1
-14.0%	COc1ccccc1Oc1ccccc1C(=O)O

Further structures
EphA4 KYL inhibition	Compound
-0.7%	CC(C)c1nc(SCC(=O)Nc2ccc3c(c2)OCCO3)c2c(=O)n(C)c(=O)n(C)c2n1
-1.3%	Cc1cc(C(=O)CSc2ccc(Cl)cc2)cc(C)c1OC(=S)N(C)C
-13.0%	CCCC(=O)NNC(=O)Nc1ccccc1
11.4%	CCOC(=O)C1=C(c2ccccc2)NC(=S)NC1c1ccc(SC)cc1 (stereo unspecified)
7.5%	O=C(Nc1ccc2c(c1)OCO2)C1CCCN(c2nc3ccccc3s2)C1 (stereo unspecified)
6.5%	COc1ccc(CCNc2cc(N3CCN(CCO)CC3)ccc2[N+](=O)[O-])cc1OC
-10.2%	CN(N)c1nc(-c2ccccc2)nnc1C(F)(F)F
-5.2%	COc1ccc2cc(C(=O)NCC(=O)O)sc(=O)c2c1OC
-2.9%	O=S(=O)(NCCOCC(F)(F)C(F)F)c1ccc2oc3ccccc3c2c1
-3.7%	Cc1c(NS(=O)(=O)c2ccc3c(c2)CCN3C(=O)C2CC2)c(=O)n(-c2ccccc2)n1C
-19.4%	O=C(Nc1c(C(=O)Nc2ccccc2)cnn1-c1ccccc1)c1ccco1
3.0%	Cc1ccc(C(=O)Nc2ccc3c(c2)OCCO3)o1
-2.5%	CC(/C=N/NC(=O)c1ccncc1)=C\c1ccccc1
-4.1%	C/C(=N/N=C(\C)C1C(=O)c2ccccc2C1=O)c1cccs1
0.8%	COc1ccc(CCC(C)Nc2cccc(F)c2)cc1 (stereo unspecified)
-1.3%	COc1ccc(-n2c(NCCN(C)C)nc3sc4c(c3c2=O)CCCCC4)cc1
5.8%	O=C(c1ccc(CS(=O)(=O)c2ccc(Br)cc2)o1)N1CCN(C2CCCCC2)CC1
-8.9%	Cc1ccc(CNC(=O)C2CCCCC2C(=O)O)cc1 (stereo unspecified)
1.5%	O=C1NC(=O)N(c2ccccc2)C(=O)/C1=C\c1ccc(-c2cccc(C(=O)O)c2)o1
-3.6%	O=C(CSc1nc2ccccc2c(=O)[nH]1)N1CCN(S(=O)(=O)c2ccccc2)CC1
-1.3%	COc1ccc(N(CC(=O)NCc2ccco2)S(=O)(=O)c2ccc(OC)c(OC)c2)cc1
-1.6%	COc1ccc(CNC(=O)c2cc(Cl)ccc2Cl)cc1
-5.2%	Cc1cccn2c(=O)c3cc(C(=O)N4c5ccccc5CC4C)n(C)c3nc12 (stereo unspecified)
-0.3%	CCOC(=O)c1c(C)[nH]c2c1cc(O)c1ccccc12
-13.9%	COc1ccc(-c2nnc3sc(-c4ccc(Br)o4)nn23)cc1OC
-11.2%	Cc1cc(NC(=O)CSc2ccc(-c3ccccc3)nn2)no1
2.5%	O=C(O)CCc1ccc(-c2ccc(F)cc2)n1CC1CCCO1 (stereo unspecified)
-15.7%	CC1CCN(CCCCOc2ccccc2[N+](=O)[O-])CC1
16.6%	CCc1cc(C)cc(OCCOc2cccc(/C=c3\sc4nc5ccccc5n4c3=O)c2)c1
-11.8%	Cc1ccc(Cn2ccc(NC(=O)c3cc4nc(-c5ccco5)cc(C(F)(F)F)n4n3)n2)cc1
-10.5%	CC1CCCCC1NC(=O)C1CCN(S(=O)(=O)N2CCC3(CC2)OCCO3)CC1 (stereo unspecified)
-14.2%	CN(CC(=O)NCCc1ccccc1)S(=O)(=O)c1cccs1
42.3µM*	Oc1ccc(-c2cn3c(n2)SCC3)cc1O
-2.1%	C/C(Cl)=C\Cn1c(NCCCn2ccnc2)nc2c1c(=O)n(C)c(=O)n2C
-13.1%	Cc1nc2cc(-c3ccc(Cl)cc3)nn2c(C)c1CCC(=O)NCc1ccco1
-20.9%	CNc1csc(C)c(C)c1=O
-12.2%	O=C(N/N=C/c1cccc([N+](=O)[O-])c1)c1ccc2nc[nH]c2c1
9.9%	COc1cccc(Cn2nnc3c(=O)[nH]c(C4CCCN(C(=O)c5ccccc5Cl)C4)nc32)c1 (stereo unspecified)
-15.7%	Cc1cc(C)nc(Sc2nc(C)nc3c2oc2ccccc23)n1
-15.3%	CCOc1ccc(NC(=O)CNc2ccc(C)cc2Cl)cc1
-1.4%	Cc1cc(C)n2nc(SCc3nnc(SCc4ccccc4C)s3)nc2n1
7.3%	Cc1ccc(NC(=O)/C(=C\c2cccnc2)NC(=O)c2ccco2)cc1
-5.1%	Cc1ccc(CS(=O)(=O)c2ccccc2-c2nnc(-c3ccc(Cl)cc3)o2)cc1
-9.0%	Cc1cccc(NC(=O)CNc2cc(C)ccc2C)c1
6.6%	Cc1nc(NC(=O)CC(C)C)sc1-c1csc(Nc2ccc(Cl)cc2)n1
6.1%	O=C(CC(SCCO)c1ccc(F)cc1)c1ccco1 (stereo unspecified)
-2.0%	CCCC[n+]1ccn(-c2nc3ccccc3nc2[N-]S(=O)(=O)c2ccccc2)c1
3.1%	Clc1ccc(-c2ncc(-c3ccccc3)o2)cc1
-4.5%	CCOc1cccc2cc(-c3nnc(NCc4ccco4)s3)c(=O)oc12
-20.4%	COc1ccccc1N(CC(=O)Nc1ccc(C)cc1C)S(=O)(=O)c1ccccc1

Additional structures follow:
EphA4 KYL inhibition	Compound
2.4%	CCOC(=O)c1c(-c2ccsc2)csc1N
-1.0%	COC(=O)c1ccc(-n2nnnc2SC)cc1
-1.4%	COc1ccc(C2(CNC(=O)Cc3ccccc3)CCCC2)cc1OC
-2.6%	O=C(CCCCCn1c(=O)[nH]c2ccsc2c1=O)N1CCN(C2CCCCC2)CC1
-3.3%	Cc1ccc2oc(=O)n(CC(=O)O)c2c1
-5.3%	C=CCSc1nnc(-c2ccccc2N=Cc2c(C)[nH]n(-c3ccccc3)c2=O)c(=O)[nH]1
3.4%	Cc1c(NC(=O)c2ccc(-c3ccc(Cl)cc3Cl)o2)cccc1-c1nc2ncccc2o1
-16.8%	O=C(c1ccc(S(=O)(=O)N2CCCC2)cc1)N1CCCc2ccccc21
-25.8%	Cc1ccc(Nc2ncnc3c2oc2ccccc23)cc1
-5.9%	COc1ccc(CCNC(=O)c2cc3ccccn3n2)c(OC)c1OC
-7.6%	CCN(Cc1ccccc1)C(=O)COc1cc(=O)n(CC)c2ccccc12
4.1%	CC1=C(C(=O)Nc2ccc(Br)cc2)C(c2ccco2)NC(=O)N1 (stereo unspecified)
4.0%	CC1CCCCN1C(=O)CN1C(=O)CN(C)C(=O)c2ccccc21 (stereo unspecified)
-7.9%	CSCCC(NS(=O)(=O)c1ccc2ccccc2c1)C(=O)O (stereo unspecified)
-8.0%	Cc1cccc(C)c1NC(=O)c1ccc(I)cc1
-5.5%	O=C(NCc1ccc(F)cc1)C1CCN(S(=O)(=O)N2CCC3(CC2)OCCO3)CC1
-14.9%	CC(C)(C)NS(=O)(=O)c1ccc(OCC(=O)NCCC2=CCCCC2)cc1
